# Compound activity from PubChem.
# MPTP inh: mitochondrial permeability transition pore inhibitors, primary screen, biochemical, isolated mouse mitochondria, absorbance. Ca2+ swelling absorbance, 30 min. inhibition, % at 10 µM. 360,000 tested, 1.4% active. AID 602449, 2012;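 active means inhibition of 50% or more, scaled per plate between neutral and stimulator controls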;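 further: 0% = DMSO wells given calcium and 100% = 1 mM EGTA wells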
# SENP8 inh: human SENP8 protease inhibitors, primary screen, biochemical, fluorescence, Nedd8 protein substrate, uHTS. Sentrin-specific protease 8 (Homo sapiens), Q96LD8. recombinant SENP8. inhibition, % at 20 µM. 360,000 tested, 0.64% active. AID 602440, 2012; in the data active means inhibition mostly above about 40%, no sharp cut-off; inactive means mostly below about 27%
# Target sequence (Q96LD8 whole entry, looked up): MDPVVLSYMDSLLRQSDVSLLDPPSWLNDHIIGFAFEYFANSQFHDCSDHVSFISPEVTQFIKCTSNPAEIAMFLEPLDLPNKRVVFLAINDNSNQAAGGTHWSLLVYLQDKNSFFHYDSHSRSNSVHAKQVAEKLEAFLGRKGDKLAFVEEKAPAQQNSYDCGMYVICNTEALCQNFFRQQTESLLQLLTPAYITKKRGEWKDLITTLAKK
# SENP1 inh: human SENP1 catalytic domain inhibitors, primary screen, biochemical, FRET, uHTS | Sentrin-specific protease 1 (Homo sapiens), Q9P0U3 | recombinant SENP1 catalytic domain, CyPet-SUMO1-YPet FRET cleavage | 360,000 tested, 0.21% active | AID 624204, 2012 | inhibition, % at 10 µM;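 active means inhibition at least 30% at 10 µM, raw YFP signal under a set limit, fluorescence ratio 0.5 to 1.5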;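 further: 0% = enzyme with DMSO and 100% = no enzyme wells; some results filed as inactive read as strong as hits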
# Target sequence (Q9P0U3 419-644 limits assumed): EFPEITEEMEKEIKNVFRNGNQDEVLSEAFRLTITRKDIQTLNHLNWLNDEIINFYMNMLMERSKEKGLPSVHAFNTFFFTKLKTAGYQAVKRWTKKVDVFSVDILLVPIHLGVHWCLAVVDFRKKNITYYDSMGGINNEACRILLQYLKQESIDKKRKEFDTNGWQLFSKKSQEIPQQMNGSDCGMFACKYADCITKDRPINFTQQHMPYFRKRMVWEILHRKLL
#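 Test system: human SENP1 catalytic domain; medium: Tris pH 8 buffer plus EDTA, NaCl, BME, BSA, NP40, catalase; incubation: 50 min reaction at room temperature; technique: FRET, CFP and YFP emission; controls: no-enzyme low control and enzyme-plus-DMSO high control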
# The depositor's hits bear a star; i = inactive. Not all compounds are listed; rates above refer to the full screens.
nr	molecule	MPTP inh	SENP8 inh	SENP1 inh
1	CO[C@H]1CN(C)C(=O)c2ccc(NC(=O)NC(C)C)cc2OC[C@H](C)NC[C@H]1C	-1.6	8	2
2	OCc1ccccc1-c1cnc2cccnn12	-1.7	i	-3
3	CCCCCCn1cc(CN2CC(N3CCN(C)CC3)CS2(=O)=O)nn1 (stereo not given)	-2.2	19	0
4	Cc1cc(Br)cn2c(Cc3ccccc3C(F)(F)F)c(-c3ccc(Cl)cc3)nc12	4.0	-12	0
5	Cc1ccc2cc(NC(=O)C3(C)CCN3C(C)C)ccc2n1 (stereo not given)	0.4	-8	1
6	CC(C)c1cccc(-c2csc(C(O)c3ccc(F)c(F)c3)n2)c1 (stereo not given)	0.9	0	2
7	Cc1ccc2nc(-c3ccc(C#N)cc3)c(Cc3ccccc3)n2c1	-0.3	-392	25
8	Cc1cc2nc(C(C)(C)C)c(Cc3ccccc3)n2c(C)c1Br	2.9	12	2
9	CCOC(=O)C1(C)CCCN1C(=O)c1sccc1C (stereo not given)	2.4	11	-1
10	Cc1ccsc1-c1cc2nc(NCCOc3ccccc3Cl)n(C)c(=O)c2s1	1.4	-407	2
11	CCOc1ccc(Cl)cc1-c1cc(C(=O)NCC2CCCCC2)[nH]n1	4.1	1	-1
12	COc1cc(NC(=O)Nc2nnc([C@H]3C[C@H](O)[C@@H](CO)O3)s2)cc(OC)c1OC	-1.1	6	-1
13	CCOC(=O)CC1(CCc2ccccc2)Oc2ccccc2N1S(=O)(=O)c1ccc(C)cc1 (stereo not given)	1.8	20	2
14	COc1ccc(-c2coc3c(C(=O)NCc4ccccc4)cccc23)c(C)c1	4.7	-8	-2
15	O=C(Nc1ccccc1)c1cc(C2CCCN(C(=O)c3ccccc3)C2)on1 (stereo not given)	-0.1	7	2
16	O=S(=O)(NN=Cc1cccc(Cl)c1)c1ccccc1	-0.9	-2	1
17	Cc1cccc(-c2cccc3nccn23)c1	1.9	-484	3
18	CCCS(=O)(=O)NC(=O)C1(C)CCN(C(=O)c2ccc(OC(F)F)cc2)C1 (stereo not given)	0.2	4	1
19	CC(=O)Nc1cccc(NC(=O)c2ccccc2Cl)c1	-1.7	-2	2
20	CN(C)CCNc1nc(Oc2ccccc2)c2sccc2n1	-0.2	-6	-2
21	CCC(=O)N1CCCC1(C)C(=O)Nc1ccc(C)c(C)c1 (stereo not given)	-1.9	18	2
22	O=C(NCc1cccnc1)c1cc(C2CCCCN2S(=O)(=O)Cc2ccccc2)on1 (stereo not given)	0.2	13	2
23	Cc1cc(Cl)ccc1-c1nc(NC(C)C)nc2ccsc12	-2.3	i	-24
24	O=C(O)c1ccc2c(c1)C(=O)N([C@H](Cc1cccc3ccccc13)C(=O)O)C2=O	0.4	7	1
25	COc1ccc(CCC(=O)N2c3ccccc3N=C(c3ccc(C(F)(F)F)cc3)C2C(=O)NC2CCCC2)cc1 (stereo not given)	-0.7	-165	-1
26	Cc1ccc(S(=O)(=O)N2CCC(=O)N([C@H](COCc3ccc(Cl)cc3)Cc3ccccc3)CC2)cc1	0.9	4	-5
27	Cc1cccc(C)c1NC(=O)C(C1CC1)n1c(-c2ccc(C(F)(F)F)cc2)nc2ccccc21 (stereo not given)	1.9	-44	2
28	CC(C)C[C@H]1CNC(=O)C(=O)N1CC1CCN(CCc2ccccc2)CC1	-1.7	12	3
29	O=C1O[C@@H](c2ccccc2)C[C@@H](O)[C@H](O)CCCc2ccccc21	-1.3	19	1
30	CC(C)NC(=O)C1(C)CSCC(=O)N1Cc1ccco1 (stereo not given)	-1.2	25	-1
31	O=C(NCc1cccc(Cl)c1)c1cccc2c(-c3cccnc3)coc12	5.2	-1	2
32	O=c1[nH]c(=S)[nH]c2c1C(c1ccc(Cl)c(Cl)c1)OC(CCc1ccccc1)C2 (stereo not given)	-4.6	9	3
33	CC(C)(C(=O)N1CCC1(C)C(=O)NS(=O)(=O)c1ccc(C#N)cc1)c1ccccc1 (stereo not given)	-1.2	14	0
34	CC(C)C[C@H]1COc2cc(N3CCSCC3)ccc2S(=O)(=O)N1	1.0	8	2
35	COc1ccc(Cn2cc(CN3CC(N(C)C)CS3(=O)=O)nn2)cc1 (stereo not given)	-0.4	8	3
36	CCCc1nc2ccc(Cl)cn2c1Cc1ccsc1	0.9	-43	-5
37	CN(C)C(=O)c1cc2c(c(-c3cccc(C4=CCCCC4)c3)n1)[C@@H](CCO)N(S(=O)C(C)(C)C)C2 (stereo not given in full)	0.4	-8	-5
38	CC1(C(=O)Nc2cccc3cccnc23)CCN1Cc1ccc(-c2ccccc2)o1 (stereo not given)	-0.2	-26	-24
39	CC(=O)NC(c1ccc(F)c(F)c1)c1nc(-c2ccc(C)c(C)c2)cs1 (stereo not given)	0.3	-6	-2
40	Fc1ccc(-c2nc3c4ccccc4ccn3c2Cc2ccccc2C(F)(F)F)cc1	2.4	-234	-70
41	CCCS(=O)(=O)NC(=O)C1(C)CCN(C(=O)COc2ccccc2)C1 (stereo not given)	-1.2	8	1
42	COc1cc(Nc2cccc(-c3ccccc3)n2)cc(OC)c1OC	-1.3	-55	1
43	NC(Cc1ccc(Cl)cc1)c1csc(NC(=O)Nc2ccccc2)n1 (stereo not given)	6.9	5	-3
44	COc1cccc(-c2cnc(C(O)c3ccc(Cl)cc3C)[nH]2)c1 (stereo not given)	2.1	10	-3
45	COc1ccc(CNC(=O)c2ccc(-c3ccc(F)c(F)c3)c3ccoc23)cc1OC	0.2	7	-2
46	CCCNC(=O)C1(C)CCN(C(=O)Cc2ccc(OC)c(OC)c2)C1 (stereo not given)	-2.3	11	1
47	Cc1noc(C)c1S(=O)(=O)NC(=O)C1(C)CCN1C(=O)c1ccc(C2CCCCC2)cc1 (stereo not given)	0.1	11	-1
48	COc1ccc(-c2csc(C(O)c3ccc(F)c(F)c3)n2)cc1 (stereo not given)	2.5	4	4
49	CCOC(=O)C1(C)CCCCCN1C(=O)c1ccc(N(C)C)cc1 (stereo not given)	-0.9	12	1
50	C=Cc1ccc(Cn2c(C)c(C(=O)NCc3ccc4c(c3)OCCO4)sc2=O)cc1	1.0	4	-2
51	CCOC(=O)C1=CCN(S(=O)(=O)c2ccc(C)cc2)C1c1ccc(C(C)C)cc1 (stereo not given)	1.8	16	4
52	CC1=C(C(=O)N2CCCCCC2)CC(CC(=O)NCCN2CCOCC2)C(=O)N1Cc1ccc(C(C)(C)C)cc1 (stereo not given)	0.3	18	0
53	OC[C@@H]1CN(Cc2ccc(Cl)cc2)C[C@H](n2cnc3c(NC4CCCC4)ncnc32)O1	-0.3	14	0
54	O=C(N1CCOCC1)C12OC3CC(CC(C3)O1)O2	-0.2	16	0
55	CC1(C(=O)Nc2cnc3ccccc3c2)CCN1Cc1ccc2c(c1)OCCO2 (stereo not given)	0.7	-10	1
56	CCOC(=O)C1=NOC2(C1)C(=O)Nc1ccc(OC)cc12 (stereo not given)	0.7	11	2
57	COC(=O)C[C@H]1C=C[C@H](NC(=O)Cc2ccccc2)[C@@H](CO)O1	0.0	23	2
58	CN(C)CCNc1ncnc2c1ncn2[C@H]1CN(C)C[C@@H](CO)O1	-1.0	7	1
59	CC1(C(=O)NCc2ccccc2)CN(S(C)(=O)=O)CC(=O)N1C1CCN(Cc2ccccc2)CC1 (stereo not given)	0.7	15	-3
60	NCc1csc(NC(=O)Nc2cccc(C(F)(F)F)c2)n1	3.9	3	-2

# Complete entries, looked up by structure. Order of values: MPTP inh, SENP8 inh, SENP1 inh
# CC(C)(C(=O)N1CCC1(C)C(=O)NS(=O)(=O)c1ccc(C#N)cc1)c1ccccc1 (stereo not given) is listed with -1.2, 14, 0
# C=Cc1ccc(Cn2c(C)c(C(=O)NCc3ccc4c(c3)OCCO4)sc2=O)cc1 is listed with 1.0, 4, -2
# CCOc1ccc(Cl)cc1-c1cc(C(=O)NCC2CCCCC2)[nH]n1 is listed with 4.1, 1, -1
# O=S(=O)(NN=Cc1cccc(Cl)c1)c1ccccc1 is listed with -0.9, -2, 1

# Later entries
nr	molecule	MPTP inh	SENP8 inh	SENP1 inh
61	CC1=C(C(=O)N2CCCCCC2)CC(CC(=O)NC2CCCCC2)C(=O)N1Cc1ccc(F)cc1 (stereo not given)	1.6	2	0
62	OC[C@@H]1CN(Cc2ccc3c(c2)OCO3)C[C@H](n2cnc3c(N4CCOCC4)ncnc32)O1	-1.7	14	0
63	Cc1cccnc1CNC(=O)C1(C)CCCN1CC(C)C (stereo not given)	-0.7	-8	-19
64	CCOc1ccc(CCN2C(=O)C(=O)N([C@@H](Cc3ccccc3)CN3CCC[C@H]3CN3C(=O)C(=O)NC[C@@H]3CC(C)C)C[C@@H]2Cc2ccc(O)cc2)cc1	-2.9	11	2
65	CC(C)NC(=O)C1C(c2ccc(C(F)(F)F)cc2)=Nc2ccccc2N1C(=O)c1cccc(C(F)(F)F)c1 (stereo not given)	2.2	-25	-6
66	CCC(CC)C(C(=O)NC1CCCC1)N1CCN(c2cc(C)nc3ccccc23)CC1 (stereo not given)	8.6	7	1
67	Cc1c(C(=O)Nc2cccc(Oc3ccccc3)c2)sc(=O)n1Cc1ccc(F)cc1	0.6	4	1
68	CC(=O)C[C@@H]1OC2CCCCC2N1S(=O)(=O)c1ccc(C)cc1 (stereo not given in full)	-1.5	8	1
69	O=C1c2ccccc2C(c2nnnn2-c2ccc3ccccc3c2)N1C1CC1 (stereo not given)	3.0	2	-1
70	N#Cc1cccnc1N1CCN(C(C(=O)NC2CCCC2)c2ccco2)CC1 (stereo not given)	-0.6	-49	3
71	NC(=O)c1csc(-c2ccc(CO)o2)n1	0.6	-13	2
72	CC[C@H](C)[C@@H]1OC(=O)[C@@H](C)[C@@H](CC)NC(=O)[C@H](C)N(C)C(=O)C(C)(C)C(=O)C(C)NC(=O)[C@H](Cc2ccccc2)N(C)C(=O)[C@H](C(C)C)N(C)C(=O)CNC(=O)[C@H](CC(C)C)N(C)C(=O)CNC1=O (stereo not given in full)	-2.9	15	3
73	C(=C\c1ccccc1)/CN1CCN(C(CCc2ccccc2)c2nnnn2-c2ccc3c(c2)OCCO3)CC1 (stereo not given)	2.1	18	5
74	CCc1nc2ccc(C(=O)NCc3ccc(OC)cc3)cn2c1N(CC)Cc1cccc(Br)c1	0.2	-10	-5
75	OCCCCCCNc1ccc(CCO)cc1	-0.4	8	0
76	OCc1ccccc1-c1ccc2nccn2c1	-0.1	-272	-31
77	CCCCNC(=O)C1(C)CCCCN1C(=O)c1cc(C#N)cs1 (stereo not given)	-0.1	0	1
78	Cn1ccc2c(N3CCC3)cc3c(c21)C1CCC3O1 (stereo not given)	0.2	-15	5
79	C[C@H](c1ccccc1)N1C[C@@H](COCc2ccccc2)Oc2cc(N3CCC[C@H]3CO)ccc2S1(=O)=O	0.1	-17	-14
80	C[C@H]1COc2cccc(N3CCC[C@H]3CO)c2S(=O)(=O)N1	0.6	13	-1
81	CCNC(=O)c1cc2c(c(-c3cccc(-c4cncnc4)c3)n1)[C@@H](CCO)N(C(C)=O)C2	0.2	13	0
82	CN(CCc1ccccc1)C(C(=O)c1ccc2c(c1)OCO2)c1nnnn1-c1ccccc1NC(=O)OC(C)(C)C (stereo not given)	1.9	-15	-4
83	CCOC(=O)[C@]12CCCC=C1N(CCc1ccc(OC)c(OC)c1)C(=O)[C@H](CC(=O)NCc1ccccc1)C2	6.8	9	0
84	Cc1ccccc1-c1cc2nc(NCCOc3ccccc3Cl)n(C)c(=O)c2s1	0.2	-20	0
85	CCCCC(=O)N(C)c1c(CC)nc2c(OCC(=O)c3ccc(Cl)cc3Cl)cccn12	0.9	-252	-56
86	N#Cc1ccc(-c2nc3ccc(Br)cn3c2Cc2cccc(Cl)c2)cc1	1.1	-24	2
87	CCc1nc2c(OCC(=O)N3CCOCC3)cccn2c1N(C)C(=O)COc1ccccc1	-0.1	4	-4
88	CCc1nc2ccc(C(=O)NCCCN3CCCC3=O)cn2c1N(C=O)CC	-0.2	-38	-1
89	COc1ccc(-c2nc3ccc(C)cn3c2Cc2ccccc2)cc1OC	-1.6	-369	24
90	CC1(C(=O)NCc2ccccc2)CSCC(=O)N1CCOc1ccccc1 (stereo not given)	-2.1	22	3
91	Cc1c(C(=O)NCc2ccco2)sc(=O)n1Cc1ccc(S(C)(=O)=O)cc1	-4.2	-2	1

# Grouped by structure: the compounds so far containing a cyano group
nr	molecule	MPTP inh	SENP8 inh	SENP1 inh
7	Cc1ccc2nc(-c3ccc(C#N)cc3)c(Cc3ccccc3)n2c1	-0.3	-392	25
33	CC(C)(C(=O)N1CCC1(C)C(=O)NS(=O)(=O)c1ccc(C#N)cc1)c1ccccc1 (stereo not given)	-1.2	14	0
70	N#Cc1cccnc1N1CCN(C(C(=O)NC2CCCC2)c2ccco2)CC1 (stereo not given)	-0.6	-49	3
77	CCCCNC(=O)C1(C)CCCCN1C(=O)c1cc(C#N)cs1 (stereo not given)	-0.1	0	1
86	N#Cc1ccc(-c2nc3ccc(Br)cn3c2Cc2cccc(Cl)c2)cc1	1.1	-24	2
